# PglD DTNB = C. jejuni PglD acetyltransferase inhibitors, primary screen, biochemical, DTNB colorimetric, single point. UDP-N-acetylbacillosamine N-acetyltransferase PglD (Campylobacter jejuni). purified PglD enzyme, DTNB colorimetric CoA detection. inhibition, % at 12.5 µM. 360,000 tested, 0.098% active; in the data active means inhibition above about 16%, passing the limit was not always enough; inconclusive means no clear call, values can overlap the other calls; further: strong numbers were not always called active
# ARNT-TACC3 inh = disruptors of ARNT/TACC3 protein interaction, primary screen, biochemical, AlphaScreen, single concentration; 390,000 tested, 0.66% active; AlphaScreen His-ARNT PAS-B/GST-TACC3 binding, luminescence; TACC3 fragment carries E629A point mutation; inhibition, % at 9.99 µM; Transforming acidic coiled-coil-containing protein 3 (Homo sapiens), Q9Y6A5;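 active means mean inhibition of replicates at least 50% and at least half of replicates each reaching 50%; inconclusive means half or more replicates reach 50% but mean below 50%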;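 further: 0% = complete ARNT plus TACC3 wells and 100% = ARNT alone without TACC3; many hits fall short of the cut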
# RAD54 inh = inhibitors of human RAD54 branch migration, primary screen, biochemical, fluorescence, single point | RAD54 Holliday junction branch migration, FAM/BHQ fluorescence | inhibition, % at 10.4 µM | 360,000 tested, 0.14% active | DNA repair and recombination protein RAD54-like (Homo sapiens), Q92698;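 active means mean normalized replicate activity at least 40 and at least half of replicates scoring 40 or more; inconclusive means only one of the two criteria met; inactive means mean below 40 and under half of replicates reaching 40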;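 further: 0% = median of neutral control wells and 100% = median of positive control wells; inhibitors cause a drop in the FAM fluorescence signal; in these data hits start at about 50%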
# Casp6 inh = human caspase-6 inhibitors, primary screen, biochemical, VEID-R110 fluorescence, single point, set 2. AID 686996, 2013. 350,000 tested, 0.53% active. purified caspase-6, Z-VEID-R110 cleavage fluorescence. inhibition, % at 12.5 µM. P55212;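 active means mean inhibition across replicates at least about 35%, with every replicate also reaching that limit, limit read from the data; inconclusive means only one of the two criteria met; inactive means neither criterion met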;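 further: 0% = median of neutral control wells and 100% = no fluorescence left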
# ERp5 block = inhibitors of ERp5-driven insulin aggregation, primary screen, biochemical, turbidity, absorbance 650 nm, single point; Protein disulfide-isomerase A6 (Homo sapiens), Q15084; 90 min; inhibition, % at 9.99 µM; 350,000 tested, 0.05% active;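 active means mean replicate inhibition above about 25%, with every replicate also reaching it, limit read from the data, passing the limit was not always enough; inconclusive means only one of those two criteria met; inactive means neither criterion met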
# E-sel inducer = E-selectin induction in HUVECs, primary screen, imaging, HUVEC, immunofluorescence imaging, single point. 260,000 tested, 0.37% active. P16581. normalized: neutral wells 0, TNF-alpha wells 100. AID 686992, 2013. activation, % at 7.58 µM;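 active means mean E-selectin-positive cell signal at least 10% of the positive control, reached in at least 60% of replicates, without over 20% cell loss; inconclusive means no rule given, readout overlaps actives, possibly toxicity-flagged; inactive means the rest, including those meeting only one limit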;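 further: in these data hits start at about 27%; measured in HUVEC primary endothelial cells; signal is the percent of cells scored E-selectin positive by PE staining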
# Target sequence (P16581 whole entry, looked up): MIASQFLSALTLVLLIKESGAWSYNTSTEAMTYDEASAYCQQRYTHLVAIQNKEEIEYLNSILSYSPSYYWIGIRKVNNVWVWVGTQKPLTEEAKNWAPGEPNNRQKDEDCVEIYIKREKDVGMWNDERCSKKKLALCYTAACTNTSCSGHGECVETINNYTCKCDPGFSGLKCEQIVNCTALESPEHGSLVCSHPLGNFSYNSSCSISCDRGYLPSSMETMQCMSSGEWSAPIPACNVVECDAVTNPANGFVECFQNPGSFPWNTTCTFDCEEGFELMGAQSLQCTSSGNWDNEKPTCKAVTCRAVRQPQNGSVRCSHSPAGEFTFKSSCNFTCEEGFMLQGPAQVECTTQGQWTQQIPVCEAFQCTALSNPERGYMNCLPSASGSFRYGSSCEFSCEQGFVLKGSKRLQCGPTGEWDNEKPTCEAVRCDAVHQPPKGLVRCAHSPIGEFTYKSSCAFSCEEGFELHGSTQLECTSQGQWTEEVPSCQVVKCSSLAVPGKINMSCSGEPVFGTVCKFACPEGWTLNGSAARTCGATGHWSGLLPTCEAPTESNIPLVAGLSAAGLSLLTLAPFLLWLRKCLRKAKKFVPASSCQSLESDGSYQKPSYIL
#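 Assay system: HUVEC primary endothelial cells. Input: 3,000 HUVEC seeded per well. Doses: one compound dose added by pin transfer. Read-out basis: % PE-positive cells. Benchmarks: TNF-alpha high, DMSO low. Detection: immunofluorescence imaging. Buffer or medium: EGM-2, gelatin.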
# RAD52 inh = RAD52 DNA annealing inhibitors, primary screen, biochemical, FRET, single point, set 2; DNA repair protein RAD52 homolog (Homo sapiens), P43351; recombinant RAD52 DNA annealing, FRET fluorescence; inhibition, % at 18.7 µM; 360,000 tested, 0.46% active;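 active means every replicate showing at least 50% inhibition; inconclusive means mean inhibition at least 50% but not in every replicate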
# Target sequence (P43351 whole entry, looked up): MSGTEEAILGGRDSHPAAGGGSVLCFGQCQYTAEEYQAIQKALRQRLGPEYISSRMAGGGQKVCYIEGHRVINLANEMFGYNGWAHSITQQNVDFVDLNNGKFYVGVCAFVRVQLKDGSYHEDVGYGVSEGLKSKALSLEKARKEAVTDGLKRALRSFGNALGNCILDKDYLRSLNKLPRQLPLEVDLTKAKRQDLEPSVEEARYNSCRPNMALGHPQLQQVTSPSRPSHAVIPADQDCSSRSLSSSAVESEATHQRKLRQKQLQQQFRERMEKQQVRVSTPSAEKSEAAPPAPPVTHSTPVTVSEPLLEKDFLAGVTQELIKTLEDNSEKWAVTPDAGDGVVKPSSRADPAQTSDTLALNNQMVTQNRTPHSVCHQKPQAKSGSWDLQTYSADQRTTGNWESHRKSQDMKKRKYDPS
# esBAF inh = Bmi1 luciferase reporter increase in mESCs, primary screen, esBAF inhibitor project, mouse ES cells, Bmi1 luciferase knock-in, single point. reporter increase, % at 12.5 µM. 350,000 tested, 2% active. 24 h; 100% = twice the neutral-well signal; in the data active means activation above about 40%; inconclusive means no clear call, values can overlap the other calls;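 further: 0% = median of the plate's neutral control wells and 100% = double that signal; a rise in the Bmi1 reporter signal indicates esBAF inhibition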
# Numbers without * were called inactive; ? = inconclusive; . = no result given.
SMILES,PglD DTNB,ARNT-TACC3 inh,RAD54 inh,Casp6 inh,ERp5 block,E-sel inducer,RAD52 inh,esBAF inh
COc1ccc(CN(C)C[C@H]2Oc3ccc(NC(=O)c4ccncc4)cc3C(=O)N([C@H](C)CO)C[C@@H]2C)cc1,3,-10,7,2,-1,47*,-12,-1
CCOC1=C2CN(S(=O)(=O)c3ccc(C)cc3)[C@H](c3ccccc3)C[C@@H]2N(S(=O)(=O)c2ccccc2C)[C@H](c2ccccc2)C1,2,.,2,1,2,1.1,-16,-2
COCCOC(=O)c1c(C)oc2ccc(OCC=C(C)C)cc12,-3,-22,-2,.,.,.,.,-6
O=C(Cn1nc2n(c1=O)-c1ccccc1SC2)N/N=C/c1cccs1,-6,10,-2,-1,3,0.1,-8,.
CCCNC(=O)C[C@@H]1CC[C@H]2[C@@H](COc3ccc(NC(=O)c4ccc5c(c4)OCO5)cc3C(=O)N2C)O1,0,-3,-16,-2,1,0.0,5,1
Cc1nn2c(COc3ccc(NC(=O)C(C)C)cc3)nnc2c2ccccc12,4,-4,8,0,3,0.2,1,.
O=C(Cc1ccccc1)N1C[C@H]2[C@@H](c3ccccc31)[C@H](CO)N2C(=O)c1cccc(F)c1,0,2,-9,3,1,0.6,-14,0
Cc1ccc(NC(=O)c2cccc(S(=O)(=O)N3CCCCC3)c2)cc1,0,1,4,1,-3,.,-10,3
CCOc1cccc(OCCCCN2CCCCC2)c1,-3,-3,2,.,.,.,.,-5
CN(C)C(=O)C[C@H]1C[C@H]2c3cc(NC(=O)Cc4ccncc4)ccc3O[C@H]2[C@@H](CO)O1,1,-5,0,-6,6,-0.1,-19,-3
COc1ccccc1CNC(=O)C[C@@H]1C[C@@H]2c3cc(NC(=O)C4CCOCC4)ccc3O[C@@H]2[C@@H](CO)O1,-3,-6,-6,1,3,0.5,-10,5
CN1CCN(C(=O)C[C@H]2CC[C@@H]3[C@H](COC[C@H](O)CN3C(=O)C3CC3)O2)CC1,5,-1,0,1,0,0.0,12,-4
CC(C)C(NC(=O)c1ccccc1)C(=O)N1CCN(C/C=C/c2ccccc2)CC1 (centres undefined),5,1,3,-1,-4,.,-19,1
Cc1ccc(C)c(N(C(=O)c2nsc(Cl)c2Cl)C(C(=O)NC2CCCC2)c2ccc(O)cc2)c1 (centres undefined),-9,-3,6,.,.,.,.,4
CC1(C(=O)NS(=O)(=O)c2ccc(Cl)cc2)CCN1C(=O)C1(c2ccc(Cl)cc2)CC1 (centres undefined),0,.,-1,3,-5,-0.8,-8,-1
COC(=O)CN(c1ccccc1)S(=O)(=O)c1ccc(F)cc1,-3,-14,4,.,.,.,.,-10
CCOCCC(=O)Nc1nnc(CCc2ccccc2)s1,14,-5,-8,-1,-4,.,-9,-4
CSc1ccccc1NC(=O)CN(C)C(C)C(=O)NCc1ccc2c(c1)OCO2 (centres undefined),0,-1,3,-1,-1,0.4,-13,1
O=C(OCC(=O)N1CCCC1=O)c1cc(S(=O)(=O)N2CCOCC2)ccc1Cl,-9,4,-2,0,-4,.,-11,-12
Cc1ccc(S(=O)(=O)N(C)C)cc1NC(=O)COC(=O)Cc1ccccc1F,.,4,.,-2,2,6.5,1,.
COc1ccc(-c2nnc(SCC(=O)NCc3ccco3)o2)cc1,-7,3,-4,-2,6,.,-10,17
CC(=O)N1CCN(S(=O)(=O)c2cccc(C(=O)NNC(=O)Cn3ccc(C(F)(F)F)n3)c2)CC1,.,-6,.,3,-3,-0.4,-5,.
CSc1ccccc1NC(=O)CN(C)CC(=O)Nc1ccc(Cl)cc1F,.,-16,.,2,2,.,-7,.
Cc1cc(C)n(-c2ccc(C(=O)N3CCc4ccccc43)cc2)n1,0,-2,4,.,.,.,.,?
CCCCN1C(=O)/C(=C2\SC(N3CCCCC3)=NC2=O)c2ccccc21,-7,3,8,.,.,.,.,51*

# Some of the entries above, set out differently:
mol | PglD DTNB | ARNT-TACC3 inh | RAD54 inh | Casp6 inh | ERp5 block | E-sel inducer | RAD52 inh | esBAF inh
CSc1ccccc1NC(=O)CN(C)C(C)C(=O)NCc1ccc2c(c1)OCO2 (centres undefined) | 0 | -1 | 3 | -1 | -1 | 0.4 | -13 | 1
O=C(OCC(=O)N1CCCC1=O)c1cc(S(=O)(=O)N2CCOCC2)ccc1Cl | -9 | 4 | -2 | 0 | -4 | . | -11 | -12

# Carrying on:
SMILES,PglD DTNB,ARNT-TACC3 inh,RAD54 inh,Casp6 inh,ERp5 block,E-sel inducer,RAD52 inh,esBAF inh
Cc1cc(NC(=O)COC(=O)c2c(C)c(C)c(C)c(C)c2C)no1,0,-1,-6,0,1,-0.5,-5,-7
N#Cc1c(C#N)c(SSc2c(C#N)c(C#N)c(N)n2-c2ccccc2)n(-c2ccccc2)c1N,.,6,.,-2,-11,0.1,7,-23
NC(=O)CCn1cnc2ccccc21,.,-1,.,0,-6,.,-14,-10
CO[C@H]1CC[C@@H]2CCOc3c(C#N)cccc3C(=O)N(C)C[C@@H](c3ccccc3)CC(=O)N(C)C[C@@H]1O2,0,-2,-9,0,1,-0.2,6,1
N#C[C@@H]1[C@@H](c2ccc(-c3cncnc3)cc2)[C@H](CO)N1C(=O)CN1CCOCC1,3,8,-1,0,0,0.3,-25,1
C[C@H](CO)N1C[C@H](C)[C@@H](CN(C)Cc2ccccc2)Oc2ccc(NS(=O)(=O)c3ccc(Cl)cc3)cc2CC1=O,-1,0,-8,1,-8,-0.3,40,2
O=C(NCC[C@@H]1CC[C@@H](NC(=O)c2ccc3c(c2)OCO3)[C@H](CO)O1)Nc1cc(F)ccc1F,3,-9,-1,-1,2,-0.5,8,10
C/C(=N\n1c(C)nc2ccccc2c1=O)c1ccc(C)o1,.,-4,.,1,1,5.3,-12,-2
CCN(CC(=O)NC1CCS(=O)(=O)C1)c1nc(-c2ccccc2)nc2ccccc12 (centres undefined),3,-2,-7,.,.,.,.,-5
CCCC12CN3CCN(CC(C3)/C1=N\NC(=O)c1ccc(F)cc1)C2,.,-8,.,1,11,.,-19,17
Cc1ccc(S(=O)(=O)N2[C@@H](c3ccccc3)C(C(=O)O)=CC[C@H]2c2cccc(Cl)c2)cc1,-2,-5,-1,5,-7,-0.2,-14,-1
C[C@@H]1CN([C@@H](C)CO)C(=O)c2cc(C3=CCCC3)cnc2O[C@H]1CN(C)C(=O)NC1CCCC1,5,.,-7,4,7,.,7,-2
COc1ccc(OCC(=O)NCCNC(=O)c2ccncc2)cc1,4,-7,5,-2,4,-0.1,-14,-5
O=C(c1ccc(N2CN(C(=O)c3ccco3)c3nc4ccccc4nc32)cc1)N1CCOCC1,-5,21,11,5,3,.,-6,3
Cc1cccc(NC(=O)C2CCCN(S(=O)(=O)c3ccc4[nH]c(=O)ccc4c3)C2)n1 (centres undefined),-3,4,4,5,4,.,-2,-3
CCOC(=O)N1CCN(S(=O)(=O)c2ccc(C)cc2)C1c1ccccc1 (centres undefined),4,0,5,.,.,.,.,-17
CC(SCc1ccccc1)C(=O)NN=C1CCN(C)CC1 (centres undefined),3,-26,4,-2,3,.,-16,-4
CCOC(=O)C1(CCOc2ccccc2)CCN(C(=O)CCSC)CC1,-15,0,1,1,0,.,-5,2
COCCNC(=O)c1c(CSc2ccccc2)noc1C(=O)NCc1ccccc1,1,4,0,-2,4,0.0,-7,9
Cc1cccc(S(=O)(=O)N2CCCCN3[C@H](CO)[C@@H](c4ccc(C#C[C@@H](C)O)cc4)[C@@H]3C2)c1,-3,1,-4,1,2,-0.4,-119,5
COc1ccc2cc(C3(C)NC(=O)N(CC(=O)NCc4ccco4)C3=O)ccc2c1 (centres undefined),-4,-3,0,.,.,.,.,-2
COCC(=O)N1CC[C@@H]2[C@H]1c1cc(-c3ccccc3)ccc1N(C)[C@@H]2CO,1,3,5,-1,0,-0.3,-4,-5
C[C@H](CO)N1C[C@H](C)[C@@H](CN(C)S(=O)(=O)c2ccc(F)cc2)Oc2ncc(C#CC3CCCCC3)cc2C1=O,2,3,-8,0,6,0.3,9,-1
CCOC(=O)Cc1cnc(NC(=O)CSc2nc(N)cc(N)n2)s1,.,-1,.,3,16,5.6,-27,.
COc1ccc(NC(=O)N[C@@H]2CC[C@H](CC(=O)NC3CCCCC3)O[C@@H]2CO)cc1,-1,-6,6,-1,0,0.0,0,0

# Reprinted at random: seven records from the list, in no set order.
SMILES,PglD DTNB,ARNT-TACC3 inh,RAD54 inh,Casp6 inh,ERp5 block,E-sel inducer,RAD52 inh,esBAF inh
CCCC12CN3CCN(CC(C3)/C1=N\NC(=O)c1ccc(F)cc1)C2,.,-8,.,1,11,.,-19,17
NC(=O)CCn1cnc2ccccc21,.,-1,.,0,-6,.,-14,-10
CCOC(=O)Cc1cnc(NC(=O)CSc2nc(N)cc(N)n2)s1,.,-1,.,3,16,5.6,-27,.
C[C@H](CO)N1C[C@H](C)[C@@H](CN(C)S(=O)(=O)c2ccc(F)cc2)Oc2ncc(C#CC3CCCCC3)cc2C1=O,2,3,-8,0,6,0.3,9,-1
C[C@H](CO)N1C[C@H](C)[C@@H](CN(C)Cc2ccccc2)Oc2ccc(NS(=O)(=O)c3ccc(Cl)cc3)cc2CC1=O,-1,0,-8,1,-8,-0.3,40,2
COCC(=O)N1CC[C@@H]2[C@H]1c1cc(-c3ccccc3)ccc1N(C)[C@@H]2CO,1,3,5,-1,0,-0.3,-4,-5
COc1ccc(OCC(=O)NCCNC(=O)c2ccncc2)cc1,4,-7,5,-2,4,-0.1,-14,-5

# Further records
SMILES,PglD DTNB,ARNT-TACC3 inh,RAD54 inh,Casp6 inh,ERp5 block,E-sel inducer,RAD52 inh,esBAF inh
O=C(O)c1ccc(NCc2cccs2)cc1,-8,-8,-15,2,3,0.2,5,-9
CCc1ncc(C(O)c2cccc3ccccc23)n1C (centres undefined),-13,-4,1,.,.,.,.,-1
CC(C)(C)c1cc(CN2CCC(O)CC2)cc(C(C)(C)C)c1O,2,-3,-2,.,.,.,.,1
OC1CCN(c2ncnc3nc[nH]c23)CC1,-14,20,-11,2,8,0.1,-3,-9
S=C(NCCc1ccccc1)N/N=C/c1ccc(Cl)cc1,.,-5,.,3,1,1.3,-15,.
O=C(Cn1c(-c2cncs2)nc2ccccc21)NCCc1ccccc1,-1,-4,1,0,-5,0.2,-11,2
CNC[C@H]1Oc2ccc(NC(=O)Nc3ccc(OC)cc3)cc2C(=O)N([C@@H](C)CO)C[C@@H]1C,3,.,-2,-1,-3,0.9,-1,3
O=C(O)c1cc(S(=O)(=O)N2CCN(C(c3ccccc3)c3ccccc3)CC2)ccc1Cl,2,-2,-1,-4,0,.,-20,0
C[C@H]1CN([C@@H](C)CO)C(=O)Cc2cc(N(C)C)ccc2O[C@@H]1CN(C)S(=O)(=O)c1cn(C)cn1,-4,.,3,0,-2,0.1,-1,3
